PME-1 inh: PME-1 (human) inhibition; recombinant PME-1, FP-Rh probe fluorescence polarization; inhibition, % at 5.9 µM; 320,000 tested, 0.53% active;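 active = inhibition above the campaign mean of all compounds plus 3 SD, cut at about 26% in these data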;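 also: competitive labeling of PME-1 active site by serine hydrolase directed probe; 0% = PME-1 with DMSO and 100% = wells lacking PME-1 enzyme; inhibitors block probe labeling so polarization falls and inhibition rises; many of its hits are not listed in these tables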
TPT1 inhibitor: blocks Candida albicans tRNA 2'-phosphotransferase; recombinant caTPT1, FP RNA substrate dephosphorylation; inhibition, % at 5 µM; 300,000 tested, 0.81% active;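 active = inhibition above the mean of all tested compounds plus 3 SD, set per screening campaign, cut at about 24% in these data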;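 also: plate controls were DMSO alone for no effect and ferristatin control at 100 nM for full effect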
PAD4 FP inh: blocks human protein arginine deiminase 4 | 330,000 tested, 0.41% active | AID 485272 | inhibition, % at 6.36 µM | recombinant PAD4, RCA probe fluorescence polarization | Q9UM07;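 active = percent inhibition above a cutoff equal to the mean of all tested compounds plus 3 SD, cut at about 15% in these data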;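 also: 0% = PAD4 with RCA probe and DMSO and 100% = probe without PAD4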
Target sequence (Q9UM07 whole entry, looked up): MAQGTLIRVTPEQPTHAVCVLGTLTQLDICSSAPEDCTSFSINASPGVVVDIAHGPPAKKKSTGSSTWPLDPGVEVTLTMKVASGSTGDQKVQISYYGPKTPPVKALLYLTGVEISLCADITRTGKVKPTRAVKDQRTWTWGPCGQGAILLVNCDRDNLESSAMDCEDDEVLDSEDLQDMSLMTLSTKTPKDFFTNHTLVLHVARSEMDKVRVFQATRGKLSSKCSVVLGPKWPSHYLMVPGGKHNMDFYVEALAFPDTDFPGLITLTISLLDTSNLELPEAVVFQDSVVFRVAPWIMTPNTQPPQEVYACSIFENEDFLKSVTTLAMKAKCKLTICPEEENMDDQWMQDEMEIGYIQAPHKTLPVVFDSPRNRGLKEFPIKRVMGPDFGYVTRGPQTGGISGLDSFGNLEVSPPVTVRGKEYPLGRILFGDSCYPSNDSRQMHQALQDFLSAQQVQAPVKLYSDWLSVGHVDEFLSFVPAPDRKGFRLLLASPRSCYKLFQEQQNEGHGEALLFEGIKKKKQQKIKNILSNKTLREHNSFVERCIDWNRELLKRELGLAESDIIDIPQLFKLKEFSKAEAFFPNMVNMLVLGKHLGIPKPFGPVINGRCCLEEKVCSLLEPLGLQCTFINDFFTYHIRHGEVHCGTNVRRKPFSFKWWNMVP
MEX-5 binding: C. elegans MEX-5 TCR-2 RNA binding activity | Q9XUB2 | 300,000 tested, 0.38% active | AID 1832 | activity score (negative = inhibition of binding), % at 10 µM | MEX-5/FITC-TCR2 RNA binding, fluorescence polarization; active compounds read low;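 active = inhibition past about -25% in most replicates, and total fluorescence under double the plate's negative control median, limit read from the data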;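 also: 0% = DMSO and -100% = 5 µM competing unlabeled TCR2 RNA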
MCL1 BIM primary: MCL1-BIM-BH3 interaction inhibition (human). AID 2057. Q07820. inhibition, % at 10.9 µM. GST-MCL1 / FITC-Bim-BH3 fluorescence polarization. 320,000 tested, 0.68% active;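 active = inhibition above the mean inhibition of all tested compounds plus 3 SD, set per campaign, cut at about 40% in these data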;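 also: 0% = DMSO wells and 100% = unlabeled Bim-BH3 peptide control; higher means more loss of mP so more displacement of Bim peptide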
Target sequence (Q07820 whole entry, looked up): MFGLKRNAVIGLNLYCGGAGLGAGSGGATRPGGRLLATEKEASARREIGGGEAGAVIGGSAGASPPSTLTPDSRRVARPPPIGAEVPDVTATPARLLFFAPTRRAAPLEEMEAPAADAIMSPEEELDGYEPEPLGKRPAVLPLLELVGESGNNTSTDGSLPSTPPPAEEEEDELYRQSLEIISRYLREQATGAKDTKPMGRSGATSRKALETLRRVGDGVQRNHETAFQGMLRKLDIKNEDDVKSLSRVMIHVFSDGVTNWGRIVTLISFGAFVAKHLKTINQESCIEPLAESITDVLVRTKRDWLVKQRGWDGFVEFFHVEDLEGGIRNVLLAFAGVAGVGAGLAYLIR
Fam108B counter: counter-screen for RBBP9 inhibitors: inhibitors of mouse Fam108B; recombinant Fam108B, FP-Rh probe fluorescence polarization; inhibition, % at 9.51 µM; 300,000 tested, 0.33% active; AID 1947;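 active = inhibition above the screen mean inhibition plus 3 SD, computed separately per campaign, cut at about 18% in these data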;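 also: inhibitors lower polarization as less probe binds the enzyme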
BCLXL inh: inhibitors of human Bcl-xL | GST-Bcl-xL / FITC-Bim BH3 peptide fluorescence polarization | inhibition, % at 10.9 µM | 320,000 tested, 0.7% active | AID 2129;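 active = inhibition above the mean of all tested compounds plus 3 SD, cutoff set per campaign, cut at about 30% in these data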;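 also: 0% = DMSO wells and 100% = unlabeled Bim-BH3 peptide competitor; inhibitors lower millipolarization by displacing the labeled peptide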
GSTO1 inh: blocks human GSTO1 in RBBP9 counter-screen; P78417; recombinant GSTO1, activity-based probe fluorescence polarization; inhibition, % at 5.96 µM; 300,000 tested, 1.1% active; AID 1974;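 active = inhibition above the campaign mean inhibition plus 3 SD, cut at about 35% in these data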;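 also: 0% = GSTO1-1 with DMSO and 100% = wells lacking GSTO1-1 enzyme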
GLD-1 RNA inh: GLD-1-TGE RNA interaction inhibition (C. elegans); 320,000 tested, 0.44% active; Q17339; AID 2280; inhibition, % at 5.96 µM; purified GLD-1 + fluorescein TGE RNA, fluorescence polarization;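 active = percent inhibition above a per-plate cutoff, the plate mean of test compounds plus 3 SD, cut at about 30% in these data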;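 also: 0% = DMSO wells with GLD-1 and probe and 100% = wells lacking GLD-1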
An asterisk follows results filed as active; x = no result given.

Below each SMILES – PME-1 inh | TPT1 inhibitor | PAD4 FP inh | MEX-5 binding | MCL1 BIM primary | Fam108B counter | BCLXL inh | GSTO1 inh | GLD-1 RNA inh
> Cc1cccc(NC(=O)C23CCC(C)(/C(=N/O)C2)C3(C)C)c1 (configuration not stated)
→ -8 | -3 | -1 | 0.4 | 1 | -1 | 1 | -4 | -10
> Cn1c(=O)oc2cc(S(=O)(=O)NC3CCCCCCC3)ccc21
→ -1 | 1 | 5 | 2.4 | 3 | -3 | 5 | 43* | 0
> CCN1CCN(CCC2Oc3cc([N+](=O)[O-])ccc3NC2=O)CC1 (configuration not stated)
→ 3 | 4 | 2 | -0.5 | -5 | 7 | 0 | -3 | 5
> COC1CCCCC1NS(=O)(=O)c1ccccc1 (configuration not stated)
→ -1 | 2 | 2 | -0.1 | -5 | -3 | 4 | 3 | 2
> CC(NC(=O)Cc1ccccc1)C(=O)O (configuration not stated)
→ -2 | x | -1 | x | 9 | x | 3 | x | -1
> CCOC(=O)c1sc(=NC(=O)/C=C/c2ccccc2)n(C)c1C
→ -8 | 0 | -3 | 1.4 | 0 | -4 | 6 | 0 | 5
> c1ccc(Cc2nnc3sc(-c4ccc5c(c4)OCCO5)nn23)cc1
→ -4 | 2 | -2 | -2.0 | -1 | -5 | 2 | -8 | -4
> Cc1c(C(=O)NCC2CCCO2)cccc1[N+](=O)[O-] (configuration not stated)
→ -4 | -1 | 2 | 0.3 | -1 | 1 | 2 | 0 | 2
> CCCCn1c(CN2CCN(C(=O)OCC)CC2)nc2c1c(=O)[nH]c(=O)n2C
→ -1 | 2 | 0 | -2.8 | 10 | -3 | 7 | 2 | 3
> COC(=O)C1CN(S(=O)(=O)c2ccc(C)cc2)CCN1S(=O)(=O)c1ccc(C)cc1 (configuration not stated)
→ 1 | -1 | -5 | -1.2 | 8 | 2 | 5 | -4 | 4
> CCOc1ccc(-n2c(N)c(C(=O)NCC3CCCO3)sc2=S)cc1 (configuration not stated)
→ -1 | -1 | 4 | 1.0 | 14 | 0 | 6 | -6 | 4
> Cc1ccccc1C(=O)Nc1ccc(S(=O)(=O)N2CCOCC2)cc1
→ 3 | -3 | 3 | -1.6 | 3 | 5 | 5 | 0 | 0
> CC(C)(CNc1ccc([N+](=O)[O-])cc1Cl)N1CCOCC1
→ 5 | -3 | -1 | -0.3 | 5 | 2 | 8 | -5 | -3
> O=C(c1cnn(C(=O)c2cccc(S(=O)(=O)N3CCOCC3)c2)c1)c1ccccc1O
→ 3 | -2 | -1 | 3.4 | 2 | 4 | 1 | 15 | -7
> OCCCNc1cc(-c2ccnc(Nc3cccc(Cl)c3)n2)ccn1
→ 2 | 0 | -4 | -1.5 | -14 | 2 | 0 | -6 | -1
> COc1cc(-c2nnc(SCC(=O)O)n2-c2ccccc2)cc(OC)c1OC
→ -2 | -2 | 0 | 0.4 | 3 | -3 | 3 | 0 | 5
> COc1cc(C(CC(=O)N2CCN(c3ccccc3)CC2)c2c(OC)cc(OC)c3ccc(=O)oc23)cc(OC)c1OC (configuration not stated)
→ -4 | 3 | -7 | 2.1 | 4 | 2 | 1 | -2 | 10
> CC1CC(C)CN(CCCCOc2ccc([N+](=O)[O-])cc2)C1 (configuration not stated)
→ -3 | 0 | 2 | -0.3 | 0 | 1 | 7 | 5 | -4
> O=C(CN(C(=O)Cn1nnc(-c2ccccc2F)n1)c1cccc2c1CCCC2)NCc1ccccc1
→ -14 | -3 | 0 | 1.1 | 2 | -10 | 4 | 2 | 5
> CC1(C)Cc2c(c(-c3ccccc3)nc3sc4c(=O)[nH]c(=S)[nH]c4c23)CO1
→ -1 | 1 | -5 | -0.4 | -4 | -1 | 6 | -3 | 4
> CCCCCn1c(C(Cc2ccccc2)NC(C)=O)nc2ccccc21 (configuration not stated)
→ 2 | -3 | -3 | -1.2 | 2 | 2 | 1 | 6 | 4
> Cc1ccc(NS(=O)(=O)c2coc(C(N)=O)c2)cc1F
→ -1 | 1 | 1 | 1.3 | -2 | 1 | -1 | 0 | 4
> Cc1cccc(NC(=O)c2cc3c(=O)n4ccccc4nc3n(CC(C)C)c2=N)c1
→ -6 | -1 | -4 | -0.8 | 1 | 0 | 0 | 2 | 2
> CCC1NC(=O)c2ccccc2N1c1cccc(Cl)c1 (configuration not stated)
→ 5 | 1 | 1 | 1.0 | 7 | 1 | 4 | -9 | 6
> CC(=O)Nc1ccc(NCc2ccc(C)s2)cc1
→ 6 | -3 | 1 | -0.1 | 4 | 0 | 5 | -1 | 7
> COCCCNC(=O)CN(c1cc([N+](=O)[O-])ccc1OC)S(C)(=O)=O
→ 8 | -2 | -8 | 0.0 | 1 | 2 | 4 | 0 | -8
> COc1ccc(NC(=O)CSCC(=O)Nc2ccccc2N2CCCCC2)cc1
→ -7 | -1 | 1 | -0.5 | 0 | 1 | 3 | 0 | 2
> O=C(/C=C/c1ccco1)NC(=S)Nc1cc(C(F)(F)F)ccc1N1CCOCC1
→ 2 | 10 | -11 | 0.6 | -1 | -1 | -2 | -2 | 1
> O=C(NC1CC2CCCC(C1)N2Cc1ccccc1)c1cccc(Cl)c1 (configuration not stated)
→ 1 | -2 | -7 | 0.8 | 0 | -2 | 3 | 12 | -3
> Cc1ccc(C(=O)Nc2c(C)n(C)n(-c3ccccc3)c2=O)cc1
→ 2 | -2 | 1 | -2.0 | 0 | 0 | 2 | 6 | -1
> O=C(NCc1cccnc1)C1CCCCN1S(=O)(=O)c1ccc(F)cc1 (configuration not stated)
→ 6 | -3 | 0 | 2.9 | 3 | -5 | 6 | 6 | 1
> O=C(NCCC1=CCCCC1)c1ccc(=O)oc1
→ 1 | 0 | 0 | -0.7 | 3 | -1 | 5 | 1 | 5
> COc1ccc(N2CCN(C(c3ccc4ncccc4c3)c3nnnn3C(C)C)CC2)cc1 (configuration not stated)
→ -1 | 0 | -4 | 1.6 | 4 | 1 | 9 | 2 | -1
> C=CCN1C(=O)CSc2ccc(C(=O)NCc3cccs3)cc21
→ 2 | -3 | 3 | -0.1 | 3 | -4 | 2 | 13 | 3
> O=C(NCCCn1ccnc1)C(=O)NCC1OCCN1S(=O)(=O)c1ccc2c(c1)OCCO2 (configuration not stated)
→ -2 | 2 | -4 | x | -4 | 1 | -4 | -8 | 7
> Cc1cccc(NC(=O)CNC(=O)c2sc3ccccc3c2Cl)n1
→ -15 | 6 | -2 | -7.4 | -4 | -3 | 1 | -7 | -6
> COc1ccc(NC(=O)c2oc3ccc(S(=O)(=O)N4CCC5(CC4)OCCO5)cc3c2C)cc1
→ -7 | -1 | 7 | x | 4 | -1 | 1 | -10 | -8
> CC(C)c1nc(N2CCOCC2)c(C#N)c2c1CCC2
→ 1 | -3 | -1 | -0.3 | -1 | -1 | 2 | 1 | -1
> Cc1ccc(NS(=O)(=O)c2ccc3c(c2)CC(=O)N3)cc1C
→ -7 | 0 | 1 | 1.2 | -3 | -6 | 0 | 11 | 9
> COc1cc(OC)cc(C(=O)N[C@H](C(=O)OCC(=O)Nc2ccc(F)c(F)c2F)C(C)C)c1
→ 7 | 0 | -7 | 2.6 | -4 | 0 | -10 | -8 | -13
> O=C(O)c1ccc(CSc2nnc(-c3ccccc3Br)o2)cc1
→ 6 | -3 | -3 | -0.6 | -2 | 0 | -2 | -2 | -14
> O=C(O)CC(CC(=O)Nc1ccc(-c2ccccc2)cc1)c1ccccc1 (configuration not stated)
→ -5 | -1 | -6 | -2.3 | -1 | 4 | 0 | 6 | -1
> O=C(Cc1cccs1)N/N=C/C=C\c1ccco1
→ 0 | 8 | 1 | 2.8 | 39 | 6 | 20 | 7 | 21
> CCOC(=O)c1cc(C#N)c(N2CCCNCC2)nc1C(F)(F)F
→ -2 | -1 | 2 | 0.4 | 13 | 1 | 3 | 6 | 2
> Cc1ccc(NC(=O)C2CCN(S(=O)(=O)c3c(C)noc3C)CC2)cc1C
→ -4 | 1 | -5 | -0.6 | 6 | -1 | 5 | 4 | 3
> Cc1cc2n(n1)C(c1ccccc1)Nc1ccccc1-2 (configuration not stated)
→ 17 | -3 | 2 | 1.3 | -2 | -1 | -1 | -7 | 5
> CCCc1cc(=O)[nH]c(SCC(=O)N2CCN(c3ccc(F)cc3)CC2)n1
→ 3 | 3 | 7 | -4.7 | -5 | 5 | -1 | 3 | -2
> O=C1CCCN1CCCNC(=S)Nc1ccccc1
→ 2 | -1 | 0 | 1.0 | 5 | -2 | 2 | 2 | 9
> Cc1ccc(-c2nc3ccccc3nc2-c2ccccc2)cc1
→ 2 | 2 | -3 | 0.6 | -5 | -3 | -4 | 3 | 7
> CC1(C)CC(=O)c2cnn(-c3nc4ccccc4[nH]3)c2C1
→ -1 | 0 | 1 | 0.8 | 9 | -1 | 1 | 1 | 2
> O=C(CNC(=O)c1ccc(F)cc1)N/N=C/c1ccc(O)c([N+](=O)[O-])c1
→ -4 | -2 | 3 | -3.5 | 12 | 1 | 9 | 7 | 4
> CN(CC(=O)NCCC1=CCCCC1)S(=O)(=O)c1ccc2c(c1)CCC(=O)N2
→ 1 | -4 | -2 | -0.1 | 10 | 2 | 2 | 5 | 3
> O=C(N/N=C\c1ccc(CNS(=O)(=O)c2ccc(Cl)cc2)o1)C(=O)Nc1ccc(Oc2ccccc2)cc1
→ -1 | 2 | -4 | x | 5 | -28 | 4 | -4 | 1
> Cc1cccc(NC(=O)CNC(=O)COc2cc(F)ccc2[N+](=O)[O-])c1C
→ 9 | 2 | -3 | 0.4 | -3 | -4 | 7 | 2 | 2
> COc1ccc(CN2CC[C@H]3C=CCc4cccc(c43)C2)cc1
→ 9 | x | 8 | x | 87* | x | 72* | x | 60*
> C=CCC1(CC=C)CCCN1C(=O)CC1C(=O)NCCN1Cc1cccc(OC)c1 (configuration not stated)
→ 2 | -1 | -5 | 1.6 | 4 | -3 | 12 | 0 | 7
> Cc1cn(S(=O)(=O)c2ccc(Br)cc2)cn1
→ 1 | -2 | -1 | -0.1 | -1 | 3 | 1 | 3 | -4
> O=S(=O)(NC1CCCCC1N1CCCCC1)c1ccc(Cl)cc1 (configuration not stated)
→ -4 | 1 | -8 | 1.1 | 1 | 0 | 3 | 4 | 4
> CC[N+](C)(CC)CCC(c1ccccc1)C1CCCCC1 (configuration not stated)
→ 4 | -1 | -1 | 0.6 | -3 | 0 | -3 | -4 | 4
> CC1(C)Cc2ccccc2-c2nnc(-c3cccc(O)c3)n21
→ 1 | -4 | -1 | 1.0 | -1 | 4 | 10 | 3 | 0

Continued:
Below each SMILES – PME-1 inh | TPT1 inhibitor | PAD4 FP inh | MEX-5 binding | MCL1 BIM primary | Fam108B counter | BCLXL inh | GSTO1 inh | GLD-1 RNA inh
> Cc1ccc(NS(=O)(=O)c2ccc(Cl)c(C(=O)Nc3cccc(C(=O)O)c3)c2)cc1
→ -5 | 0 | -2 | -0.1 | -11 | -7 | -6 | 6 | -1
> N/C(=N\S(=O)(=O)c1cccs1)c1ccccc1Cl
→ 0 | -3 | 1 | -0.3 | 1 | 0 | 1 | 11 | 10
> CCCCn1c(CN2CCN(c3cccc(Cl)c3)CC2)nc2c1c(=O)[nH]c(=O)n2C
→ 7 | 4 | -4 | 0.2 | -2 | -2 | 2 | 5 | -1
> O=C(NCCCN1CCOCC1)c1ccc2c(=O)n(Cc3ccccc3)c(=S)[nH]c2c1
→ 0 | 0 | -3 | -1.6 | -10 | -2 | -4 | 18 | 5
> COc1ccc(C(CCN(Cc2ccc(OC)c(OC)c2)C(=O)CCl)c2ccccc2)cc1 (configuration not stated)
→ 4 | 2 | -1 | 1.7 | 3 | 0 | 5 | 87* | 5
> CC(/C=C/c1cccs1)=C\C(=O)O
→ -2 | -4 | -6 | 1.2 | 6 | 0 | 3 | 2 | 3

Some of the compounds tested. The share of hits here may be higher or lower than overall.
